# Compound activity from PubChem.
# PTAP TSG101 blk = blocks PTAP/TSG101 interaction to inhibit HIV-1 budding; AID 493005; Q99816; 340,000 tested, under 10 active; Potency, µM (highest dose often 115 µM), for inactives: top-dose activity change, negative = inhibition, most hits filed as inhibitors; Fluorescence polarization, FITC-PTAP peptide / Tsg101 binding; active = well fitted inhibition curve with a large enough effect in the main read-out, with a control signal flat, not every such curve was filed as active; inconclusive = small, poorly fitted or top-dose-only effect, or effect the other way, or a change in a side signal; inactive = no such curve, though single readings can be large or run the other way; note: potency is the fitted concentration of half-maximal effect; % of control where 0% means no effect
#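 Compounds were pin-transferred onto Tsg101 binding domain (10 uM final) in HEPES pH 7.5 buffer, then FITC-PTAP peptide was added at 50 nM final. After 20 min at RT, polarization reported peptide displacement across a qHTS concentration series.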
# Eya2 phos inh = blocks the phosphatase activity of human Eya2; O00167; Potency, µM (doses to about 76.9 µM), without a hit: at the highest dose activity, negative = inhibition, usual class: inhibitors; AID 488837; actives 0.006% (n = 330,000); recombinant Eya2, OMFP fluorescence dephosphorylation (OMFP is methylfluorescein phosphate); note: potency is the fitted concentration of half-maximal effect; % is set by controls: 0 for no effect and ±100 for the full control effect
#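 Eya2 protein (added as 0.2 uM solution) was preincubated with compound for 10 min at ambient temperature in 50 mM HEPES pH 7.5, 50 mM NaCl, 5 uM MgCl2, 0.05% BSA, 1 mM DTT. OMFP (added at 50 uM) then reacted 10 min; fluorescence read at 485/525 nm.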
# TRPV1 agonist = activates the human vanilloid receptor TRPV1; Q8NER1; TRPV1-expressing cells, Fluo-8 calcium influx, agonist mode; activation, % at 8.33 µM; actives 0.19% (n = 320,000); AID 540275; in the data active = activation above about 80%; inconclusive = between about 30% and that limit; note: 0% is about no effect
#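 Fluo-8 calcium influx in TRPV1-expressing cells, kinetic read (ex 480/em 520 nm). Compound added and read 3 min for agonist activity, followed by capsaicin at EC20 final and 2 min further read for enhancement.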
# BRCA1 expr up = BRCA1 expression activation; MCF7-BRCA1-FFLuc reporter, luminescence, 48 h; response scale: scaled: vehicle 0%, 10 µM genistein 100%; Potency, µM (doses to about 46.1 µM), for the others: at the highest dose activation, actives largely listed as activators; actives 1.1% (n = 380,000); AID 624202; note: potency is the fitted concentration of half-maximal effect; nearly all actives have a fitted effect of over 80% in size; some results filed as inactive show a strong effect at the top dose
#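 Compounds are tested at multiple concentrations on MCF7 BRCA1-luciferase reporter cells seeded at 2000 per well; after 48 h, a single luminescence end-point is taken and curves fitted to the normalized data.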
# p53 reactivator = restores transcriptional activity of mutant p53; H1299 p53-A138V BP100-luciferase reporter, luminescence, 24 h; Potency, µM (series often up to 92.2 µM), without a hit: at the top dose activity change, positive = activation, most hits filed as activators; actives 0.063% (n = 320,000); note: potency is the fitted concentration of half-maximal effect; % of control where 0% means no effect; nearly all actives have a fitted effect of over 45% in size
#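 H1299 (p53-null), stable ts p53-A138V + BP100-Luc; 1000 cells/well, Opti-MEM/10% FBS; cpd 4 pt, 1:5; 24 h, 37 deg C, 5% CO2; detection reagent 10 min RT; luminescence.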
# B2AR arrestin = beta2AR (human) beta-arrestin recruitment activity | beta-arrestin recruitment to beta2AR, cell-based reporter | Potency, µM (doses to about 46.1 µM), for the others: top-dose activation, hits mostly activators | actives 0.02% (n = 330,000);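 note: potency is the fitted concentration of half-maximal effect; 0% = DMSO controls and full agonism = EC100 isoproterenol or metaproterenol; nearly all actives have a fitted effect of over 65% in size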
# Target sequence (P07550 whole entry, looked up): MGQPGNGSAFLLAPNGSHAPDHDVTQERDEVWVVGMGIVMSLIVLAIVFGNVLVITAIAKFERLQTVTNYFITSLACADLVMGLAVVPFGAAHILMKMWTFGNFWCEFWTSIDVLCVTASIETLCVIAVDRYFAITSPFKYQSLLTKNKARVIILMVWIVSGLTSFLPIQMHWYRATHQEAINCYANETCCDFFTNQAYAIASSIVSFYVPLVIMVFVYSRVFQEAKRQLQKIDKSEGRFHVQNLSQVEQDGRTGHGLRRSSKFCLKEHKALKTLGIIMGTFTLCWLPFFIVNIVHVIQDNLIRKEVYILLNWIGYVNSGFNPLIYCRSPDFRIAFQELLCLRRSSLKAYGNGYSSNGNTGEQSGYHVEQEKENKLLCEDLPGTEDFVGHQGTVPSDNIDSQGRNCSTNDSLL
# USP2a block = USP2a (human) protease inhibition. actives 0.01% (n = 330,000). O75604. Potency, µM (titrated, usually from 38.3 µM), for the others: top-dose activity change, negative = inhibition, usual class: inhibitors. USP2 core, Ub-CHOP2 coupled fluorogenic reporter, 485/531;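 note: potency is the fitted concentration of half-maximal effect; plate controls were DMSO wells for no effect and full inhibition by NEM control for full effect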
# Target sequence (O75604 whole entry, looked up): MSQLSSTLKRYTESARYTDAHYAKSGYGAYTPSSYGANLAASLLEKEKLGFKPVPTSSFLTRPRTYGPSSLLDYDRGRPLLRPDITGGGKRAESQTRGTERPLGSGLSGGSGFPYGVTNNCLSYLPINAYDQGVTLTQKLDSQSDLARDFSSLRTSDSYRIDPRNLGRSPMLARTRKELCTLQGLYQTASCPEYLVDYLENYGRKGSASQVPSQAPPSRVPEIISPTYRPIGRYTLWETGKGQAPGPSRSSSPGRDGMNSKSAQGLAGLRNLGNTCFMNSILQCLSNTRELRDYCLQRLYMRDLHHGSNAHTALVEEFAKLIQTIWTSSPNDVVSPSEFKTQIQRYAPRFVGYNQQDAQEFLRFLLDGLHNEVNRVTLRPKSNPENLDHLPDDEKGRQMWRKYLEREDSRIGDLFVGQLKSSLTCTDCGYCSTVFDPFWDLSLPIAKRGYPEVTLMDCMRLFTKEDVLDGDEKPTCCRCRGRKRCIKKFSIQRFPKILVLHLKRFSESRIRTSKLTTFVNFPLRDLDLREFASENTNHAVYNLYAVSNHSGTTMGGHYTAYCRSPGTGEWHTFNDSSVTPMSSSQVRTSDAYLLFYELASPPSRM
#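 Deubiquitinase activity read as fluorescence (485/531 nm) after Ub-CHOP2 cleavage activates the enterokinase reporter on its substrate; USP2 core 10nM, Ub-CHOP2 and substrate 25nM each, 30min compound preincubation then 60min RT; data normalized to NEM, curves fitted.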
# Integrin act MD = integrin-mediated muscular dystrophy alleviation activation. alpha7betagal myoblasts, beta-gal FDG fluorescence, 48 h. Potency, µM (doses to about 38.3 µM), without a hit: at the top dose activation, actives largely listed as activators. actives 0.064% (n = 350,000). AID 624291;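 note: potency is the fitted concentration of half-maximal effect; 100% = response of the positive control SU9516; nearly all actives have a fitted effect of over 60% in size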
#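 alpha7betagal+/- myoblasts (passage 13, 250/well) treated 48 h at 37C with compounds at 1:260 dilution of DMSO stock. Lysed, then beta-galactosidase activity read as FDG fluorescence (ex 480/em 540) after 30 min, with pre-read for autofluorescence.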
# S-ASM inh = blocks human secretory acid sphingomyelinase | P17405 | placental ASM, HMU-PC fluorogenic substrate, 60 min | Potency, µM (titrated, usually from 57.5 µM), for inactives: at the top dose activity change, negative = inhibition, most hits filed as inhibitors | actives 0.006% (n = 340,000); note: potency is the fitted concentration of half-maximal effect
#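 HMU-PC0 cleavage (9 uM final) by human placental ASM, 60 min at 37 °C following 10 min compound exposure at RT; stopped at pH 10, fluorescence Ex 386/Em 447 nm.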
# uPA generation = inhibitors of cell surface uPA generation; cell surface uPA generation assay, qHTS; actives 0.31% (n = 330,000); Potency, µM (series often up to 38.3 µM), for the others: at the top dose activity change, negative = inhibition, usual class: inhibitors; active = well fitted inhibition curve with a large enough effect; inconclusive = small, poorly fitted or top-dose-only effect; inactive = no such curve, though single readings can be large or run the other way; tested in mouse RAW 264.7 cells; note: potency is the fitted concentration of half-maximal effect; % is set by controls: 0 for no effect and ±100 for the full control effect; nearly all actives have a fitted effect of over 55% in size
# ELG1 genotoxic = induces genotoxicity in HEK293T cells with luciferase-tagged ELG1; HEK293T ELG1-luciferase reporter, luminescence, 16 h; Potency, µM (series often up to 46 µM), for the others: top-dose activity change, positive = activation, hits mostly activators; actives 1.3% (n = 330,000); AID 504466; note: potency is the fitted concentration of half-maximal effect; % of control where 0% means no effect; nearly all actives have a fitted effect of over 60% in size
#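 DMSO vehicle served as control against compound-treated ELG1-luciferase HEK293T cells; exposure lasted 16 hr at 37 °C and 5% CO2, followed by ONE-Glo luminescence detection after 30 min.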
# * marks the source's active call; other numbers are inactive results; i = inactive; u = inconclusive; x = no result given; [ ] = dose if it differs, or a comment. Unless noted, calls come from the whole dose curve; as a rule, active = well fitted curve in the direction sought with a large enough effect; inconclusive = small, poorly fitted or top-dose-only effect, or another doubt; inactive = no such curve, though single readings can be large; an effect the other way counts as inactive or inconclusive.
item	SMILES	PTAP TSG101 blk	Eya2 phos inh	TRPV1 agonist	BRCA1 expr up	p53 reactivator	B2AR arrestin	USP2a block	Integrin act MD	S-ASM inh	uPA generation	ELG1 genotoxic
1	COc1cccc(NC(=O)Cn2c(CCC(=O)O)ccc2-c2ccc(Cl)cc2)c1	-4%	9%	1	7%	-5%	-0.6%	-1%	-5%	7%	-2%	-2%
2	C=CCC[C@@H](Cc1ccc(F)cc1)C(=O)OC[C@@H]1CCCN1C(=O)[C@@H](CC=C)CC(=O)N(CCO)Cc1ccccc1	-8%	-7%	x	-60%	-3%	-1.1%	-10%	-1%	-8%	-11%	-7%
3	COc1ccc(NC(=O)c2ccco2)cc1NC(=O)COc1ccccc1	-4%	5%	u	-5%	-42%[inhibitor]	0.3%	2%	-2%	-6%	u	-3%
4	O=C(CCNc1ccc(Cc2ccncc2)cc1)c1ccc([N+](=O)[O-])cc1	0%	-5%	-3	-27%	-10%	0.0%	-1%	-54%[inhibitor]	-1%	-7%	-4%
5	CCc1c(C)nc2ncnn2c1N1CCCC(C(=O)NCc2cccs2)C1 (stereo unspecified)	-4%	-1%	0	-28%	-2%	-0.9%	3%	u	5%	x	-5%
6	O=S(=O)(NCC1CCCO1)c1ccc(S(=O)(=O)N(Cc2ccc(F)cc2)Cc2ccccn2)cc1 (stereo unspecified)	-2%	1%	12	-19%	-4%	-0.8%	0%	10%	-1%	10%	-3%
7	Cc1cc(OCc2nn[nH]n2)c2c(-c3ccccc3)cc(=O)oc2c1	-3%	29%	x	2%	1%	-0.8%	2%	-8%	7%	0%	1%
8	O=C(Nc1cccc2ncccc12)c1ccc(Cl)cc1	-1%	-6%	0	-56%	-5%	-0.5%	-1%	-23%	-4%	3%	0%
9	CCN(CC)CCNC(=O)C1c2ccccc2Oc2ccccc21	-1%	-17%	0	-1%	-8%	-0.9%	0%	0%	-1%	-5%	0%
10	CCOCCCN(C(=O)Cn1nnc2ccccc21)C(C(=O)NCc1ccco1)c1ccncc1 (stereo unspecified)	-2%	21%	-1	-26%	-5%	0.0%	2%	0%	5%	2%	-1%
11	CCc1cccc(C)c1N1C(=O)CN(Cc2ccccc2)C1=S	-4%	-6%	u	-36%	-8%	0.1%	1%	-26%	7%	8%	-7%
12	CCCCCn1c(NC(=O)c2ccco2)c(S(=O)(=O)c2ccc(C)cc2)c2nc3ccccc3nc21	-10%	3%	11	-31%	-9%	0.1%	3%	-49%[inhibitor]	i	-18%	-9%
13	COCCn1c(NC(=S)NC(=O)C2CC2)cc(=O)[nH]c1=O	1%	-22%	-2	-18%	-2%	-0.7%	1%	-4%	-1%	-4%	1%
14	Clc1ccc(-c2nc3cnccn3c2NC2CCCC2)cc1	-3%	9%	22	-45%	1%	-0.5%	2%	13%	263%[activator]	-2%	-3%
15	CN1C2CCC1CC(NC(=O)c1ccc(Cl)cc1)C2 (stereo unspecified)	1%	-2%	-3	0%	-3%	-0.5%	7%	8%	-3%	4%	-1%
16	CC(O)c1nc2ccccc2n1CCOc1ccccc1 (stereo unspecified)	0%	-11%	-6	-13%	6%	-0.7%	-7%	32%	0%	-8%	-2%
17	CN(C(=O)c1cccc(NC(=O)Cc2ccc(NC(=O)C3CCCN(C(=O)CCc4ccccc4)C3)cc2)c1)C1CCC1 (stereo unspecified)	-3%	x	x	-37%	x	x	x	-11%	-8%	u	x
18	Cc1cc(C)cc(Oc2nn[nH]n2)c1	-7%	9%	x	-1%	-4%	0.0%	-1%	24%	6%	x	7%
19	Cc1ccc(SC(C)C(=O)Nc2ccncc2)cc1 (stereo unspecified)	-1%	-12%	u	3%	5%	0.1%	0%	-35%	0%	x	-6%
20	O=c1[nH]c2c(cnn2-c2ccc(Cl)cc2)c(=O)n1-c1cccc(Cl)c1	-5%	3%	-3	-3%	1%	u	1%	25%	5%	1%	0%
21	Cc1ccccc1N1CCN(S(=O)(=O)c2nnc(NC(=O)c3ccc(F)cc3)s2)CC1	-1%	0%	-1	-3%	8%	0.3%	3%	2%	1%	4%	-10%
22	CCCS(=O)(=O)c1nc(S(=O)(=O)c2ccc(C)cc2)c(N2CC(C)OC(C)C2)s1 (stereo unspecified)	0%	-12%	3	-20%	-1%	-0.1%	-3%	33%	0%	-19%	-7%
23	COc1ccc(S(=O)(=O)CC(=O)Nc2ccccc2Cl)cc1	0%	-5%	3	-5%	-4%	-0.9%	-1%	u	-1%	-1%	-2%
24	CN1CCN(C(=O)C23CC4CC(C)(CC(C)(C4)C2)C3)CC1	-2%	-6%	8	-2%	-1%	-0.9%	2%	7%	2%	10%	1%
25	COC(=O)c1c(NC(=O)COC(=O)c2ccc(Cl)nc2)sc(C)c1C	-3%	-13%	-3	-25%	9%	0.0%	2%	-1%	-1%	-16%	3%
26	CSc1nc(N)c2c(C)c(C)sc2n1	-7%	6%	1	-9%	-4%	-0.2%	2%	14%	0%	-18%	1%
27	CCOC(=O)c1cnc(SCc2nc(N)nc(Nc3ccc(OC)cc3)n2)nc1N	-1%	9%	6	-5%[1.84 µM]	-4%	0.1%	0%	0%	-9%	-6%	5%
28	COc1ccc(CC(=O)OCC(=O)c2ccc(OC)cc2)cc1	0%	5%	10	12%	15%	-0.1%	3%	u	0%	2%	0%
29	CCOC(=O)C(=Cc1c[nH]c2ccc(S(=O)(=O)N(C)C)cc12)C(=O)OCC	-1%	-14%	6	-98%[inhibitor]	u	-0.6%	0%	0%	-3%	-3%	0%
30	Nc1cc(N)nc(SCC(=O)c2ccccc2)n1	0%	6%	-1	37%	-3%	-0.9%	-1%	6%	0%	10%	4%

# Laid out differently: results already given
26) CSc1nc(N)c2c(C)c(C)sc2n1
  PTAP TSG101 blk = -7%	Eya2 phos inh = 6%	TRPV1 agonist = 1	BRCA1 expr up = -9%	p53 reactivator = -4%	B2AR arrestin = -0.2%	USP2a block = 2%	Integrin act MD = 14%	S-ASM inh = 0%	uPA generation = -18%	ELG1 genotoxic = 1%
24) CN1CCN(C(=O)C23CC4CC(C)(CC(C)(C4)C2)C3)CC1
  PTAP TSG101 blk = -2%	Eya2 phos inh = -6%	TRPV1 agonist = 8	BRCA1 expr up = -2%	p53 reactivator = -1%	B2AR arrestin = -0.9%	USP2a block = 2%	Integrin act MD = 7%	S-ASM inh = 2%	uPA generation = 10%	ELG1 genotoxic = 1%

# Only S-ASM inh, for three of the compounds above:
item	canonical_smiles	S-ASM inh
25	COC(=O)c1c(NC(=O)COC(=O)c2ccc(Cl)nc2)sc(C)c1C	-1%
26	CSc1nc(N)c2c(C)c(C)sc2n1	0%
3	COc1ccc(NC(=O)c2ccco2)cc1NC(=O)COc1ccccc1	-6%

# Further compounds
item	SMILES	PTAP TSG101 blk	Eya2 phos inh	TRPV1 agonist	BRCA1 expr up	p53 reactivator	B2AR arrestin	USP2a block	Integrin act MD	S-ASM inh	uPA generation	ELG1 genotoxic
31	CCN(Cc1ccccc1)C(=O)COC(=O)Cn1cnc2ccccc21	-3%	-1%	-3	4%	-2%	0.5%	1%	-13%	1%	5%	0%
32	CC(C)c1ccc(NC2CCCN(C(=O)c3cnn(C(C)C)c3)C2)cc1 (stereo unspecified)	-2%	16%	2	-1%	-5%	0.2%	-1%	6%	0%	u	12%
33	CCSc1cc(N2CCCC2)nc(-c2ccccc2Cl)n1	0%	5%	12	-5%	0%	-0.3%	1%	-16%	x	-5%	-4%
34	CCn1nc(C(=O)NCCc2ccc(S(N)(=O)=O)cc2)c2ccccc2c1=O	-6%	-10%[15.4 µM]	-4	1%	-7%	0.3%	1%	6%	0%	x	1%
35	COc1ccc(C(=O)N/C(=C\c2ccco2)C(=O)NCc2ccco2)cc1	4%	-5%	2	4%	-3%	-0.1%	3%	3%	4%	0%	3%
36	COC(=O)CC(NC(=O)C1CC1)c1ccc2c(c1)OCO2 (stereo unspecified)	-1%	7%	-7	22%	2%	-0.3%	4%	0%	2%	6%	2%

# 2 of the compounds above, with one line to a screen:
36) COC(=O)CC(NC(=O)C1CC1)c1ccc2c(c1)OCO2 (stereo unspecified)
35) COc1ccc(C(=O)N/C(=C\c2ccco2)C(=O)NCc2ccco2)cc1
Compound | 36 | 35
PTAP TSG101 blk | -1% | 4%
Eya2 phos inh | 7% | -5%
TRPV1 agonist | -7 | 2
BRCA1 expr up | 22% | 4%
p53 reactivator | 2% | -3%
B2AR arrestin | -0.3% | -0.1%
USP2a block | 4% | 3%
Integrin act MD | 0% | 3%
S-ASM inh | 2% | 4%
uPA generation | 6% | 0%
ELG1 genotoxic | 2% | 3%
